Source: PubChem (Icahn School of Medicine at Mount Sinai)
RBX1-CUL1 inh: blocks human RBX1-Cullin-1 di-ubiquitin formation. in vitro K48 di-Ub FRET, acceptor:donor ratio, 45 min. actives 0.6% (n = 140,000). inhibition, % at 10 µM. P62877+Q13616; in the data active = inhibition above about 25%
Target sequence (P62877 whole entry, looked up): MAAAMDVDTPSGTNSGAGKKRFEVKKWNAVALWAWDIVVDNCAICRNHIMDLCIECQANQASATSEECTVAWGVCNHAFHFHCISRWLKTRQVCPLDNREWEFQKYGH
Target sequence (Q13616 whole entry, looked up): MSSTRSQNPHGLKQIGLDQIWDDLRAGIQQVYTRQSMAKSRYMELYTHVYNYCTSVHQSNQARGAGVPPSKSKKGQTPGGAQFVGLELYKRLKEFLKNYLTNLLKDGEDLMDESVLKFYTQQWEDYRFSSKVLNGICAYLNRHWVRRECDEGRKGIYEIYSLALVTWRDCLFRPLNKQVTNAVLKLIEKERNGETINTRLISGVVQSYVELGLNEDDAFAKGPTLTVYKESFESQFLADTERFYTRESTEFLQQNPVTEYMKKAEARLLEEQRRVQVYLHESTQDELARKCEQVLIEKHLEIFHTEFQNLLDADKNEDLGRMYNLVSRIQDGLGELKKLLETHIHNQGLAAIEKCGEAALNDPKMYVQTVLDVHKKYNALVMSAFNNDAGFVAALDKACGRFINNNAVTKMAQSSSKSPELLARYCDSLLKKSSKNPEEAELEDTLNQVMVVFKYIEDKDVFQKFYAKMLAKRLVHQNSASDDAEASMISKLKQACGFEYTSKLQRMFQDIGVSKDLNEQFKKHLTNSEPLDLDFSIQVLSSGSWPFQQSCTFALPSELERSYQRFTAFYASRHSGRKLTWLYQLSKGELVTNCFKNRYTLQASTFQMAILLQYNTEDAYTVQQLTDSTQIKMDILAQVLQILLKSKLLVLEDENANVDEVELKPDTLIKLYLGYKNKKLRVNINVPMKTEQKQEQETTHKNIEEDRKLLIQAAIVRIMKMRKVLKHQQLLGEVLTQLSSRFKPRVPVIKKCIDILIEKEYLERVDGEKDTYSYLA
* marks the source's active call; other numbers are inactive results; & = joins results of further samples.

For Cc1ccc(-c2c3c(=O)n(C)c(=O)n(C)c3cn2-c2cccc(C)c2)cc1 the results were RBX1-CUL1 inh -3.6.
`O=c1c2c(-c3ccccc3)nn(Cc3ccccc3)c2cnn1-c1ccccc1` gave RBX1-CUL1 inh -1.8.
`Cc1ccc(NC(=O)C(=NC(=O)c2ccccc2)C(C)c2ccccc2)cc1` (stereo not given) gave RBX1-CUL1 inh 13.7.
Screening COc1ccc(C(=O)Nc2ccc(S(=O)(=O)Nc3nc(C)cc(C)n3)cc2)cc1 returned RBX1-CUL1 inh -7.0.
For COc1ccc(NC(=O)Cn2c(SCc3cccc(Cl)c3)nc3ccncc32)c(OC)c1OC the results were RBX1-CUL1 inh 2.2.
O=c1[nH]cnc(O)c1C(c1cccnc1)c1c(O)nc[nH]c1=O was read as RBX1-CUL1 inh 5.6.
For Cc1ccc(CNCCC2=CCCCC2)cc1 the results were RBX1-CUL1 inh 5.5.
CCCC1=Nc2cc(C(=O)NCCc3ccccc3)ccc2Sc2ccc(C)cc21 was read as RBX1-CUL1 inh 1.9.
For O=C(O)Cn1cc(I)c(=O)[nH]c1=O the results were RBX1-CUL1 inh 1.0.
Cc1ccc(C(=O)c2cn(Cc3ccccc3F)c3cc4c(cc3c2=O)OCCO4)cc1 was read as RBX1-CUL1 inh -3.0.
For Cc1cn2c3c(=O)n(C/C=C/c4ccccc4)c(=O)n(C)c3nc2n1C the results were RBX1-CUL1 inh 1.8.
Screening Cc1ccc(S(=O)(=O)N2CCc3cc(C(=O)Nc4ccc(C(F)(F)F)cc4)ccc32)cc1 returned RBX1-CUL1 inh -3.5.
For CCOC(=O)c1c(-c2cc(Br)c(OC)c(Br)c2)oc2ccc(O)cc12 the results were RBX1-CUL1 inh -0.9.
For Cc1ccc(-n2ncc3c(Nc4cccc(C(=O)O)c4)ncnc32)cc1 the results were RBX1-CUL1 inh 10.2.
Screening O=C(CCN1C(=O)/C(=C\c2ccc(F)cc2)SC1=S)Nc1ccccc1 returned RBX1-CUL1 inh 1.8.
`CCOC(=O)c1cccc(NC(=O)c2cc3c(=O)n(Cc4cccnc4)ccc3nc2C)c1` gave RBX1-CUL1 inh -4.1.
For COc1ccc(-c2nc(N)n(C(=O)c3cccs3)n2)cc1 the results were RBX1-CUL1 inh 1.3.
For CCOC(=O)C=NC1C(=N)N(C)C(=O)NC1=O (stereo not given) the results were RBX1-CUL1 inh -17.3.
O=C(Nc1ccncc1)c1ccc(CNS(=O)(=O)c2cccc(C(F)(F)F)c2)cc1 was read as RBX1-CUL1 inh 15.9.
`Cc1[nH]c2ccc(C(=O)N3CCC(C(Cc4ccc(F)cc4F)N(C)C(=O)C4CC4)CC3)cc2c1C` (stereo not given) gave RBX1-CUL1 inh 0.4.
Screening COc1ccc(Cc2nnc(NC(=O)c3cccc(OC(C)C)c3)s2)cc1 returned RBX1-CUL1 inh 9.9.
`Cc1ccc(NC(=O)c2cc(-c3cccs3)nc3ccccc23)c(C)c1` gave RBX1-CUL1 inh -1.3.
`Cc1ccc(S(=O)(=O)NC(C)C(=O)Nc2ccc(C(F)(F)F)cc2)cc1` (stereo not given) gave RBX1-CUL1 inh -2.8.
`NS(=O)(=O)c1ccc(NC(=S)N2CCN(Cc3ccc4c(c3)OCO4)CC2)cc1` gave RBX1-CUL1 inh 4.2.
Screening Cn1c(=O)c2c(ncn2CC(=O)Nc2ccc(S(=O)(=O)NCCc3ccccc3)cc2)n(C)c1=O returned RBX1-CUL1 inh 0.8.
Screening CCc1cccc(C)c1NC(=O)c1nnn(-c2ccc(C)c(Cl)c2)c1C returned RBX1-CUL1 inh 12.9.
Screening c1ccc(Sc2ccccc2CN2CCCCC2)cc1 returned RBX1-CUL1 inh -1.2.
Screening CCOc1ccc(CCNC(=O)Cn2ncc3c(=O)oc4ccc(C)cc4c32)cc1 returned RBX1-CUL1 inh -5.2.
For CCOC(=O)c1ccc(NS(=O)(=O)c2cc(-c3onc(C)c3C)ccc2C)cc1 the results were RBX1-CUL1 inh -7.6.
For COC(=O)c1ccc(Cn2cc([N+](=O)[O-])cn2)cc1 the results were RBX1-CUL1 inh -2.9.
For Cc1nc(N2CCCC2)c2c(C(=O)Nc3ccc(C)c(Cl)c3)c(C)oc2n1 the results were RBX1-CUL1 inh -1.2.
CCNS(=O)(=O)c1ccc(NC(=O)CSc2nc(-c3ccco3)cc(C(F)(F)F)n2)cc1 was read as RBX1-CUL1 inh 0.3.
For COc1ccc(-c2cc(C(F)(F)F)nc(SCCC(=O)NCc3ccccn3)n2)cc1 the results were RBX1-CUL1 inh -14.4.
Screening COc1cccc(CN2CCC(C(Cc3ccccc3F)N(C)C(=O)c3ccoc3C)CC2)c1OC (stereo not given) returned RBX1-CUL1 inh -0.8.
`CC(C)c1nnc(NC(=O)C2CCCO2)s1` (stereo not given) gave RBX1-CUL1 inh 2.3.
Screening COc1ccc(C(=S)NCS(=O)(=O)c2ccc(C)cc2)cc1 returned RBX1-CUL1 inh 23.2.
CCc1ccccc1N=C1S/C(=C\c2cc(Br)ccc2OCC(=O)O)C(=O)N1c1ccccc1CC was read as RBX1-CUL1 inh 0.2.
For O=C(Nc1ccc(N2CCN(C(=O)c3ccco3)CC2)c(Cl)c1)c1ccccc1F the results were RBX1-CUL1 inh 3.0.
`COc1ccc(-c2cc(C(F)(F)F)n3nc(C(=O)Nc4ccccc4SC)cc3n2)cc1OC` gave RBX1-CUL1 inh -11.8.
`CCOc1ccc2c(=O)c(-c3ccccc3)coc2c1` gave RBX1-CUL1 inh -13.1.
Screening COc1ccc(NC(=O)c2ccc(S(=O)(=O)N3CCCCCC3)cc2)cc1 returned RBX1-CUL1 inh 1.3.
Screening CC1(CO)C=CC(C)(CO)C=C1 (stereo not given) returned RBX1-CUL1 inh 1.7.
For CC(=O)c1ccc(NC(=O)c2cccs2)cc1 the results were RBX1-CUL1 inh -1.8.
For CC(=O)Nc1ccc(C)cc1-c1nc2ccccc2n(CC(=O)c2ccc(C)c(C)c2)c1=O the results were RBX1-CUL1 inh -3.5.
Screening O=C(NCCCn1ccnc1)c1ccccc1F returned RBX1-CUL1 inh 5.3.

11 consecutive compounds out of the list so far:
`CC(C)c1nnc(NC(=O)C2CCCO2)s1` (stereo not given) gave RBX1-CUL1 inh 2.3.
Screening COc1ccc(C(=S)NCS(=O)(=O)c2ccc(C)cc2)cc1 returned RBX1-CUL1 inh 23.2.
CCc1ccccc1N=C1S/C(=C\c2cc(Br)ccc2OCC(=O)O)C(=O)N1c1ccccc1CC was read as RBX1-CUL1 inh 0.2.
For O=C(Nc1ccc(N2CCN(C(=O)c3ccco3)CC2)c(Cl)c1)c1ccccc1F the results were RBX1-CUL1 inh 3.0.
`COc1ccc(-c2cc(C(F)(F)F)n3nc(C(=O)Nc4ccccc4SC)cc3n2)cc1OC` gave RBX1-CUL1 inh -11.8.
`CCOc1ccc2c(=O)c(-c3ccccc3)coc2c1` gave RBX1-CUL1 inh -13.1.
Screening COc1ccc(NC(=O)c2ccc(S(=O)(=O)N3CCCCCC3)cc2)cc1 returned RBX1-CUL1 inh 1.3.
Screening CC1(CO)C=CC(C)(CO)C=C1 (stereo not given) returned RBX1-CUL1 inh 1.7.
For CC(=O)c1ccc(NC(=O)c2cccs2)cc1 the results were RBX1-CUL1 inh -1.8.
For CC(=O)Nc1ccc(C)cc1-c1nc2ccccc2n(CC(=O)c2ccc(C)c(C)c2)c1=O the results were RBX1-CUL1 inh -3.5.
Screening O=C(NCCCn1ccnc1)c1ccccc1F returned RBX1-CUL1 inh 5.3.

The list continues.
For COc1cc(CN2CCN(S(=O)(=O)c3ccc(NC(C)=O)cc3)CC2)cc(OC)c1OC the results were RBX1-CUL1 inh 1.0.
For Cc1cc(=O)oc2c1ccc1oc(C(=O)O)cc(=O)c12 the results were RBX1-CUL1 inh -0.6.
O=C(COc1ccc(Cl)cc1Br)NNC(=O)c1cc(Cl)ccc1O was read as RBX1-CUL1 inh -8.9.
`Cc1ccc(C2=NN3C(C(=O)c4ccc(F)cc4)Oc4ccc(Cl)cc4C3C2)cc1` (stereo not given) gave RBX1-CUL1 inh 4.9.
For CC(C)c1cccc(C(C)C)c1N=C1C(=Nc2c(C(C)C)cccc2C(C)C)c2cccc3cccc1c23 the results were RBX1-CUL1 inh 8.6.
Screening CC(O)c1cccc(NC(=O)c2ccc(Cl)cc2Cl)c1 (stereo not given) returned RBX1-CUL1 inh 4.9.
CC(=O)c1cccc(NC(=O)CCS(=O)(=O)c2ccc3c(c2)n(C)c(=O)c(=O)n3C)c1 was read as RBX1-CUL1 inh 2.6.
Screening CC(C)CC(C)NC(=O)c1ccc(-c2ccccc2)cc1 (stereo not given) returned RBX1-CUL1 inh 4.5.
Cc1ccc2nc(-c3ccc(NC(=O)COc4ccccc4C(C)(C)C)cc3)sc2c1 was read as RBX1-CUL1 inh 6.6&-3.0.
`CCOC(=O)C(NC(=O)c1ccccc1OCC)(Nc1ccc(F)c(Cl)c1)C(F)(F)F` (stereo not given) gave RBX1-CUL1 inh -0.7.
CCCN(CCC)C(=O)Cn1c(=O)n(CCCCCC(=O)Nc2ccccc2)c(=O)c2sccc21 was read as RBX1-CUL1 inh -1.7.
Screening O=C(Cn1nnnc1CN1CCCC1)NC(c1ccccc1)c1ccc(Cl)cc1 (stereo not given) returned RBX1-CUL1 inh 2.6.
For N#Cc1ccsc1NC(=O)CSc1nc2sc3c(c2c(=O)n1-c1ccccc1)CCCC3 the results were RBX1-CUL1 inh -2.0.
Screening CCCNC(=O)c1nnn(-c2ccc(Br)cc2)c1C returned RBX1-CUL1 inh -6.8.
Screening CSc1ccc(C(=O)N2CCCC(N(C)Cc3ccccc3)C2)cc1 (stereo not given) returned RBX1-CUL1 inh 10.2.
For Cc1ccc(N2CCN(S(=O)(=O)N3CCOCC3)CC2)cc1Cl the results were RBX1-CUL1 inh 3.7.
For CCCCOc1ccc(C2=NC(c3cccs3)=Nc3ccc(CC)cc3N2)cc1 the results were RBX1-CUL1 inh -3.2.
NS(=O)(=O)c1ccc(CCNC(=O)NC23CC4CC(CC(C4)C2)C3)cc1 was read as RBX1-CUL1 inh 3.4.
COc1ccccc1OCc1cc(C(=O)N2CCCCC2CO)n[nH]1 (stereo not given) was read as RBX1-CUL1 inh 11.0.
For CC(=O)Nc1ccc(CN2CCOC(Cc3ccccc3)C2)cc1 (stereo not given) the results were RBX1-CUL1 inh 4.3.
For c1ccc2c(c1)nnn2-c1ncnc2sc3c(c12)CCCCC3 the results were RBX1-CUL1 inh 6.0.
For COc1cccc(C(=O)Nc2ccccc2OC)c1 the results were RBX1-CUL1 inh -5.7.
Cc1cc(C)cc(Nc2csc(N)n2)c1 was read as RBX1-CUL1 inh 2.4.
For OC1(c2ccccc2)CSC(Cc2c[nH]c3ccccc23)=N1 (stereo not given) the results were RBX1-CUL1 inh 0.4.
Screening CCn1ccnc1CN(C)Cc1c(C(=O)N2C[C@@H](C)O[C@@H](C)C2)nc2ccc(Cl)cn12 returned RBX1-CUL1 inh 8.6.
Screening CCc1nnc(SCC(=O)Nc2ccc(C)cc2C)n1N returned RBX1-CUL1 inh 3.6.
Cc1nc2ccc(NC(=O)c3ccc(C4CCCN4)s3)cc2s1 (stereo not given) was read as RBX1-CUL1 inh 5.7.
`COc1ccccc1N1CCN(c2ccc(=O)n(CC(=O)Nc3cc(F)ccc3C)n2)CC1` gave RBX1-CUL1 inh 7.0.
For CCC(=O)Nc1cccc(OC(C)C)c1 the results were RBX1-CUL1 inh 2.0.
`Cc1cc(-c2n[nH]c3c2CN(C(=O)c2ccc4c(c2)OCO4)CC3)c(C)o1` gave RBX1-CUL1 inh 1.2.
`Cc1ccc2[nH]cc(-c3cnc(N)c(N4CCCC(C#N)C4)n3)c2c1` (stereo not given) gave RBX1-CUL1 inh 16.7.
For COc1ccc(S(=O)(=O)c2c(SC)nn(Cc3ccccc3C)c2NC(C)=O)cc1 the results were RBX1-CUL1 inh -4.6.
O=C(Nc1ccccc1Br)C1CCCN(S(=O)(=O)c2cccc3nsnc23)C1 (stereo not given) was read as RBX1-CUL1 inh 0.2.
For Cc1occc1C(=O)N1CCN(C/C=C/c2ccccc2)CC1 the results were RBX1-CUL1 inh 9.0.
N#CCSc1nc(N)c(C(=O)O)cc1C#N was read as RBX1-CUL1 inh 2.6.
For O=C1C(Cc2cc(Br)cc(Br)c2O)=NC(=S)N1c1ccc(Cl)cc1 the results were RBX1-CUL1 inh 99.9*.
Screening O=C(NC(=S)Nc1ccc(-c2cn3ccccc3n2)cc1)c1ccccc1 returned RBX1-CUL1 inh -3.6.
For CCCCNC1CCN(c2cccc(NC(=O)c3cccc(C(F)(F)F)c3)c2)CC1 the results were RBX1-CUL1 inh 3.8.
O=C(N1CCCC(CNS(=O)(=O)c2cccs2)C1)C12CC3CC(CC(C3)C1)C2 (stereo not given) was read as RBX1-CUL1 inh 9.5.
For O=C(CN1C(=O)C2(SCC(=O)N2c2ccc(F)c(F)c2)c2ccccc21)NCCc1ccccc1 (stereo not given) the results were RBX1-CUL1 inh 5.0.
CCSc1ccccc1C(=O)NC1CC2CCC1C2 (stereo not given) was read as RBX1-CUL1 inh -2.8.
`COc1ccc(C(=O)NCCn2cc(SCC(=O)Nc3ccc(C)cc3)c3ccccc32)cc1` gave RBX1-CUL1 inh -1.8.
Screening CSc1ccc(CNc2ccc(C)c(C)c2)cc1 returned RBX1-CUL1 inh -7.9.
CN=c1scc(-c2ccc(Br)cc2)n1C was read as RBX1-CUL1 inh 4.7.
Screening Cc1ccc(-c2nnnn2-c2ccc(Br)cc2Br)cc1 returned RBX1-CUL1 inh -0.4.
For NC(=O)C1c2ccccc2CSc2ccccc21 (stereo not given) the results were RBX1-CUL1 inh 4.6.
`Cc1nnc(SCC(=O)Nc2ccc(Cl)c(Cl)c2)[nH]c1=O` gave RBX1-CUL1 inh 3.5.
`Cn1c(=O)n(C)c2cc(N3CCOCC3)c(NC(=O)c3ccc(Cl)cc3)cc21` gave RBX1-CUL1 inh -5.5.
Cc1nc(NC(=O)N2CCCC(c3ccccc3)CC2)nn1C(C)C (stereo not given) was read as RBX1-CUL1 inh 5.8.
Cc1ccccc1OC(C)C(=O)Nc1ccc2ccccc2c1 (stereo not given) was read as RBX1-CUL1 inh 3.0.
Screening CCc1ccccc1NC(=O)COc1ccc(OC)cc1 returned RBX1-CUL1 inh 4.2.
Screening CN1CCN(CC(O)COc2ccc(CNCCc3ccccc3)cc2)CC1 (stereo not given) returned RBX1-CUL1 inh 0.7.

These rows are one share of the data; rates above refer to the full screens.
